Compound activity as filed in PubChem BioAssay.
EIF4E inhibitors: inhibitors of EIF4E gene expression, primary screen, cell-based, HT1080, luciferase reporter (AID 1224817) | 1% of 2,000 active | log2 luciferase activity ratio at 2.5 µM | HT1080 EIF4E-luc2 knock-in reporter, luciferase, 16 h; hits give low values;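 active = log2 luciferase ratio at or below -0.5849, meaning signal at two thirds of solvent-only control or lower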;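 also: luciferase reports endogenous eIF4E expression since it is co-expressed from the native EIF4E locus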
Starred values were filed as active, the others as inactive.

SMILES	EIF4E inhibitors
CC12CCC(CC1)C(C)(C)O2	0.0071

An excerpt. The share of hits here may be higher or lower than overall.
